Rpn11 inh – blocks the human proteasome subunit Rpn11; calls only at 20 µM; O00487; human 26S proteasome, Ub4-pepOG fluorescence polarization; 20S core pre-blocked with epoxomicin; 360,000 compounds, 0.59% hits; AID 588493;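 active means inhibition at 20 µM, scaled to each plate's controls, above about 33%, limit read from the data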
Target sequence (O00487 whole entry, looked up): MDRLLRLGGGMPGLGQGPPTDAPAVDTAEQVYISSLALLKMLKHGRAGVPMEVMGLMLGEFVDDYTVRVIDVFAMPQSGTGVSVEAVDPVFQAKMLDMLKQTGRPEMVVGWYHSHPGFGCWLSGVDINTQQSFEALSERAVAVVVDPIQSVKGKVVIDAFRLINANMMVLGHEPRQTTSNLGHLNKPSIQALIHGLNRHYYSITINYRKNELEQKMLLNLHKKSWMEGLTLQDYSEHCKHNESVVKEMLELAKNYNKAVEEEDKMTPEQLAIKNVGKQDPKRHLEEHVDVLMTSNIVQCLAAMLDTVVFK
TbMetRS inhib – Trypanosoma brucei MetRS inhibition. purified T. brucei MetRS, ATP depletion, Kinase-Glo luminescence. 360,000 compounds, 0.4% hits. AID 624268. inhibition, % at 11.9 µM;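 active means inhibition above a per-plate cutoff of the control wells' mean inhibition plus 3 SD, cut at about 5.5% in these data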;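 further: 0% = DMSO wells median and 100% = median of wells with control inhibitor compound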
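Test system: purified T. brucei MetRS enzyme. Also added: ATP, methionine and E. coli bulk tRNA substrates. Compound: 11.9 µM single point. Schedule: 15 min enzyme-compound preincubation, 2 h reaction, 10 min detection, 25 °C. Signal: luciferase luminescence of residual ATP, Kinase-Glo. Evaluation: percent inhibition versus plate control medians. Controls: DMSO wells, low control.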
MLLE-PAM2 inh – blocks PAM2 peptide binding to the PABP1 MLLE domain | 360,000 compounds, 0.36% hits | GST-MLLE / FITC-PAM2 fluorescence polarization | AID 588489 | inhibition, % at 20 µM; in the data active means inhibition above about 35%, passing the limit was not always enough;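 further: plate controls were DMSO wells with GST-MLLE for no effect and wells lacking GST-MLLE protein for full effect; some results filed as inactive read as strong as hits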
SUMO1-SIM PPI – alters human SUMO1 binding to SIM partners; SUMO1 binding to a labelled peptide, TR-FRET, 1 h; inhibition, % at 20 µM; P63165; 360,000 compounds, 0.33% hits; in the data active means inhibition above about 37%
Target sequence (P63165 whole entry, looked up): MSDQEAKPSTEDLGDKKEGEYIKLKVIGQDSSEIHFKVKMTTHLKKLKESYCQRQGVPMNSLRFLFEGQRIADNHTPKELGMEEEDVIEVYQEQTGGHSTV
Scp-1 inhibitor – inhibitors of human Scp-1 phosphatase; inhibition, % at 20 µM; 340,000 compounds, 0.88% hits; AID 493091; Q9GZU7; Recombinant Scp1, phosphopeptide, malachite green phosphate absorbance;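 active means inhibition above about 50% at 20 µM, limit read from the data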;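 further: plate controls were DMSO wells with enzyme for no effect and wells lacking enzyme for full effect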
Target sequence (Q9GZU7 76-261 limits assumed): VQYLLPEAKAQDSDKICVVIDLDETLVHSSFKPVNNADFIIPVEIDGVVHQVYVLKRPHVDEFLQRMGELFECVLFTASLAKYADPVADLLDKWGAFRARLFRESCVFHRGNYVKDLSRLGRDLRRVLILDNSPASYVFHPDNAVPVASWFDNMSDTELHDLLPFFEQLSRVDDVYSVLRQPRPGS
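Test system: SCP-1 phosphatase catalytic domain, residues 76-261; measured by: colorimetric phosphate reagent with accelerator and stabiliser, absorbance at 630 nm; timing: enzyme reaction 45 min at room temperature, colour 5 min, stabilisation 30 min; also added: Phosphorylated 17-residue peptide substrate; compound dosing: one concentration, 20 µM, with 1.0% DMSO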
STEP block – inhibitors of human striatal-enriched phosphatase STEP; P54829; recombinant STEP, OMFP fluorogenic substrate, fluorescence; inhibition, % at 20 µM; 360,000 compounds, 0.25% hits; AID 588621;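 active means inhibition at 20 µM, scaled per plate between control wells, above about 37%, limit read from the data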;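 further: 0% = DMSO with enzyme and substrate and 100% = substrate only without enzyme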
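System: isolated STEP enzyme; schedule: 20 min enzyme reaction at room temperature, protected from light; medium: Bis-Tris buffer pH 6.0, 2.5 mM DTT, 0.005% Tween 20; signal: fluorescence, 480/540 nm; dosing: single compound dose of 20 µM, 1% DMSO final; also added: OMFP substrate, 25 µM final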
CSN deneddyl inh – CSN deneddylation inhibition | Q92905 | Purified CSN, SCF-Nedd8-OG deneddylation, fluorescence polarization | inhibition, % at 12.5 µM | 360,000 compounds, 0.38% hits | AID 651999;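 active means pattern-corrected inhibition above about 35%, with an unprinted fluorescence ratio check between 0.5 and 1.5, limit read from the data, passing the limit was not always enough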;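 further: 0% = enzyme with substrate and 100% = substrate without enzyme; some results filed as inactive read as strong as hits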
Target sequence (Q92905 whole entry, looked up, one chain of several): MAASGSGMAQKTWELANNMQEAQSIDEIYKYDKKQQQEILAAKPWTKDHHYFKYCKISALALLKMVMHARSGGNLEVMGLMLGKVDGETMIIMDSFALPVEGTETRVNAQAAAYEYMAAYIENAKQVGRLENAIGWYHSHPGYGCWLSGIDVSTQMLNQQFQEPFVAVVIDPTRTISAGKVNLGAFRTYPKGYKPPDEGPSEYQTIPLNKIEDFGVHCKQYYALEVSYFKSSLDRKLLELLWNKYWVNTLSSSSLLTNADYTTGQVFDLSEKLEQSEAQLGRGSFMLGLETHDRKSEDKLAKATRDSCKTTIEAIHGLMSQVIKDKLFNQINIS
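Test system: Human Csn5 produced in HEK293T cells | Compound: 12.5 µM single point | Times: 90 min, room temperature | Signal: Fluorescence polarization readout | Read-out basis: % inhibition of substrate cleavage by Csn5 | Controls: no-enzyme wells high, enzyme-with-substrate wells low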
NadD block – blocks S. aureus nicotinate mononucleotide adenylyltransferase; purified NadD enzyme, colorimetric absorbance read-out; inhibition, % at 20 µM; 360,000 compounds, 0.78% hits; AID 602399; in the data active means inhibition above about 26%; further: some compounds past the cut are filed as inactive
LMPTP block – LMPTP (human) inhibition; P24666; recombinant LMPTP-A, OMFP fluorogenic substrate, fluorescence intensity; inhibition, % at 20 µM; 360,000 compounds, 0.22% hits; AID 651560;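 active means compounds that cut the enzyme signal by at least half of the control window in the single-dose screen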;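 further: plate controls were DMSO wells with enzyme plus substrate for no effect and substrate without enzyme for full effect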
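Assay system: LMPTP-A, protein tyrosine phosphatase of low molecular weight / Medium: pH 6.0 Bis-Tris buffer with DTT and Triton X-100 / Schedule: 50 min enzyme reaction at room temperature, protected from light / Measured by: endpoint fluorescence intensity from OMFP dephosphorylation / Read-out basis: % inhibition relative to no-enzyme and uninhibited control wells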
DNMT1 inh – blocks human DNA methyltransferase DNMT1. 360,000 compounds, 0.83% hits. inhibition (reported as % activation of signal), % at 10 µM. DNMT1 molecular beacon, Hinp1I cleavage, fluorescence. P26358. AID 588458; in the data active means inhibition above about 50%
* hit, by the source's call; i = inactive; . = not tested or not shown; & = joins results of further samples.

no.	Rpn11 inh	TbMetRS inhib	MLLE-PAM2 inh	SUMO1-SIM PPI	Scp-1 inhibitor	STEP block	CSN deneddyl inh	NadD block	LMPTP block	DNMT1 inh	structure
1	i	0.0	4	0	-6	-3	-3	-2	-0.9	5	O=C(Cn1nnc2ccccc21)c1ccccc1
2	i	0.0	-10	0	-14	-10	9	0	-1.3	0	O=C(COc1ccc(Cl)cc1)NNC(=O)CSc1nncs1
3	i	-0.2	-1	1	.	2	0	2	-2.6	0	CC(=O)Nc1ccc(-c2ccnc3c2CC(C)(C(=O)NCCN(C)C)O3)cc1 (stereo not drawn)
4	i	-0.2	-36	-1	-13	-4	-2	1	-2.5	2	COc1ccccc1C(=O)N(C)CC(=O)Nc1ccc(N2CCOCC2)cc1
5	i	0.5	6	-2	5	-2	-8	-4	-0.2	0	CN(Cc1ccsc1)C(=O)CCc1nnc(Cc2c[nH]c3ccccc23)o1
6	i	-0.5	5	-9	-10	-2	-3	-3	-1.0	9	O=C(COC(=O)/C=C/c1ccc([N+](=O)[O-])cc1)NC(c1ccccc1)c1ccccc1
7	i	-1.1	-6	6	-6	0	-1	5	0.1	-4	Cc1ccc(C)c(N2CCN(C(=O)CCNC(=O)Cn3ccc4ccccc4c3=O)CC2)c1
8	i	1.0	-21	-6	1	4	3	-9	0.8	-4	COc1ccc(CNC(=O)C[C@H]2C[C@H](C(=O)N3CCOCC3)[C@@]3(C)c4[nH]c5cc(-c6ccco6)ccc5c4CCN3C2=O)cc1OC
9	i	-0.1	-7	14	-9	0	-4	-2	-0.9	-2	COc1cccc(NC(=O)c2oc3ccc(S(=O)(=O)N4CCOCC4)cc3c2C)c1
10	i	-1.0	4	-2	-5	1	0	-3	-2.4	1	CCN(C(=O)c1ccc2c(=O)n3c(nc2c1)CCCCC3)c1ccc(F)cc1
11	i	0.0	-1	-3	-8	-5	-3	-8	0.1	2	CCC(C)NC(=O)C1CCN(S(=O)(=O)c2cccnc2)CC1 (stereo not drawn)
12	i	-0.8	14	6	42	-2	2	-4	-1.2	11	CO[C@@]1(NC(=O)C2SC(=C(C(N)=O)C(=O)O)S2)C(=O)N2C(C(=O)O)=C(CSc3nnnn3C)CS[C@@H]21 (stereo partly drawn)
13	i	-0.3	0	3	-4	0	4	0	-2.9	0	CCCC(=O)Nc1nnc(S(=O)(=O)N(CC)c2ccccc2)s1
14	i	-0.2	-3	7	.	2	-1	7	2.7	1	Cc1ccc(Cl)cc1-c1cc(C(=O)N2CCc3ccccc3C2)[nH]n1
15	i	-0.2	-12	5	-7	1	0	1	1.2	7	Cc1ccc(C(=O)N/C(=C\c2cn(-c3ccccc3)nc2-c2ccccc2)C(=O)N2CCOCC2)cc1
16	i	0.4	5	3	5	1	-10	-2	0.1	6	O=C(Cn1nc2ccccc2n1)N/N=C/c1cc([N+](=O)[O-])ccc1O
17	i	-0.2	10	4	-3	-1	2	-3	1.9	6	C=CCCN(C(C(=O)OC)C(C)C)S(=O)(=O)c1ccccc1Br (stereo not drawn)
18	i	0.5	-12	-2	-5	1	1	21	1.6	-11	Cc1cc(C)cc(-n2c(SCC(=O)Nc3cccc(S(=O)(=O)NC4=NCCCCC4)c3)nc3ccccc3c2=O)c1
19	i	-0.3	-5	2	-5	5	-5	-2	-1.2	1	Cc1c(NS(=O)(=O)c2cccc(C(=O)N3CCCC3)c2)c(=O)n(-c2ccccc2)n1C
20	i	1.4	-1	6	19	-2	3	-3	0.2	4	Fc1cccc2sc(Nc3nnc(-c4ccco4)o3)nc12
21	i	-1.5	14	-7	1	0	3	-3	-1.0	1	CC(C)C(NC(=O)CCN1C(=O)c2ccccc2C1=O)c1ccccc1 (stereo not drawn)
22	i	-0.1	11	-17	5	-2	-9	-2	-1.3	7	CCOC(=O)/C(C#N)=C/c1c[nH]c2ccccc12
23	i	-1.4	9	1	0	-1	1	-2	0.3	0	O=C(Nc1ccc(NC(=O)C2CCCCC2)cn1)c1ccco1
24	i	-0.2	6	-5	0	-1	6	-3	0.2	-1	Cc1ccc(Cn2ccc(NC(=O)c3noc4c3CCCC4)n2)cc1
25	i	-0.5	0	-22	-5	-3	-9	-4	0.3	-2	COc1cc(NC(=O)COC(=O)/C=C/c2ccc(OC)c(OC)c2)cc(OC)c1
26	i	0.5	0	2	-2	1	-1	-4	0.9	-2	NS(=O)(=O)c1ccc(CCNC(=O)C2CCN(S(=O)(=O)c3c(Cl)cccc3Cl)CC2)cc1
27	i	-0.1	-5	-11	-5	0	-3	-2	1.5	-3	NC(=O)c1nsc(C(=O)N(CCc2ccccc2)C(C(=O)NC2CCCC2)c2ccco2)c1N (stereo not drawn)
28	i	-1.3	4	-1	3	-3	-3	3	-0.5	4	CC(C)C(=O)NC(c1ccccc1Cl)c1c(O)ccc2ccccc12 (stereo not drawn)
29	i	0.3	-32	21	-13	-1	-6	-7	-1.0	5	CCOc1cc(C(=O)N(C)CC(=O)Nc2cccc3ccccc23)ccc1OC
30	i	0.1	-4	-4	6	-2	2	-7	-0.4	4	COc1ccc(-c2cc(=O)c3cc(F)ccc3[nH]2)cc1

Profiles, quoted from the list. Values in the order: Rpn11 inh, TbMetRS inhib, MLLE-PAM2 inh, SUMO1-SIM PPI, Scp-1 inhibitor, STEP block, CSN deneddyl inh, NadD block, LMPTP block, DNMT1 inh
O=C(Cn1nnc2ccccc21)c1ccccc1 in the list: i, 0.0, 4, 0, -6, -3, -3, -2, -0.9, 5
Cc1c(NS(=O)(=O)c2cccc(C(=O)N3CCCC3)c2)c(=O)n(-c2ccccc2)n1C in the list: i, -0.3, -5, 2, -5, 5, -5, -2, -1.2, 1

Additional entries
no.	Rpn11 inh	TbMetRS inhib	MLLE-PAM2 inh	SUMO1-SIM PPI	Scp-1 inhibitor	STEP block	CSN deneddyl inh	NadD block	LMPTP block	DNMT1 inh	structure
31	i	-0.1	-1	0	1	1	-4	-2	-0.8	0	COc1ccc(NS(=O)(=O)c2cccc(C(=O)NNC(=O)c3ccc(Br)o3)c2)cc1
32	i	-0.3	1	-3	.	2	2	0	-0.9	-3	CC(=O)Nc1cccc(-c2ccnc3c2CC(C)(C(=O)Nc2ccc4c(c2)OCO4)O3)c1 (stereo not drawn)
33	i	-0.2	2	4	-3	2	0	-4	0.8	0	Cc1cccc(NS(=O)(=O)c2cccc(C(=O)N3CCCCCC3)c2)c1
34	i	-1.2	13	3	1	-5	1	-16	-0.7	2	CCc1nnc(SCc2ccc(C(=O)OC)o2)n1N
35	i	-0.2&-1.1	-3	-2&2	6	4	10&-4	11&8	4.5&1.9	8	CCCCCCSc1cccc(-c2nc3ccc(Cl)cn3c2NCc2ccccc2)c1
36	i	-0.3	7	5	.	-2	9	-2	1.9	6	Cc1ccc2nc(-c3cccc(Br)c3)c(CC3CCCCC3)n2c1
37	i	-0.5	12	3	-6	0	-5	0	-0.2	-1	Cc1nc2ccc(NC(=O)c3cccc(C(F)(F)F)c3)cc2o1
38	i	-0.6	13	1	-3	1	0	2	1.0	-5	O=C(Nc1cccc(C(F)(F)F)c1)C1CCN(S(=O)(=O)c2ccc(N3CCCC3=O)cc2)CC1
39	i	-1.2	17	-24	-3	-2	-7	-1	-1.6	-2	CC1=NN(C(N)=S)C(=O)C1N=Nc1cccc(C(=O)O)c1 (stereo not drawn)
40	i	-0.8	-6	3	-4	-1	-1	-4	-0.6	-1	Cc1ccc(C(C)NC(=O)c2ccco2)cc1C (stereo not drawn)
41	i	0.8	-11	10	-7	1	-6	4	0.2	-2	O=C(O)CSc1nc2c(c(C(F)(F)F)n1)CCc1ccccc1-2
42	i	-1.0	-12	1	-7	5	2	1	0.6	-1	C/C(=N\NC(N)=S)c1ccccc1
43	i	-0.4	9	8	-5	1	4	6	-0.7	1	Cn1cc(C(=O)N2CCN(c3cccc(Cl)c3)CC2)c(=O)c2cc(S(=O)(=O)N3CCOCC3)ccc21
44	i	0.1	-2	-13	-11	6	1	9	1.9	-7	O=C(C1=C(O)C(=O)N(CCN2CCOCC2)C1c1ccc(F)cc1)c1cc2ccccc2o1 (stereo not drawn)
45	i	-0.3	5	2	6	-2	0	-1	-4.7	1	COc1ccc(OCC(=O)OC2CCN(C)CC2)cc1
46	i	-0.1	0	-22	-5	0	9	-6	0.8	-2	COc1ccc2nc(/C=N/NC(=O)CCCCCNC(=O)OC(C)(C)C)ccc2c1
47	i	-0.6	-117	-3	15	1	2	5	1.4	-3	COc1ccc(CNC(=O)c2c([S-])n(-c3ccc(C)cc3)c3cccc[n+]23)cc1
48	i	1.4	-7	-3	-5	1	0	-4	10	2	CC1COC(c2cccn2Cc2ccccc2Cl)=N1 (stereo not drawn)
49	i	-0.2	-7	8	-5	3	-2	9	-1.7	-1	COCCCn1c(C2CCCCC2)nc2oc3cc(OC)ccc3c(=O)c2c1=O
50	i	0.0	13	-6	-9	-1	-4	0	0.1	3	CCCCc1nc2cc(C(=O)N3CCC[C@H]3CO)ccc2o1

Screen by screen, as entered above.
Entries 39 to 49 in SUMO1-SIM PPI read -24, 3, 10, 1, 8, -13, 2, -22, -3, -3, 8
Entries 39 to 49 in TbMetRS inhib read -1.2, -0.8, 0.8, -1.0, -0.4, 0.1, -0.3, -0.1, -0.6, 1.4, -0.2
Entries 39 to 49 in CSN deneddyl inh read -7, -1, -6, 2, 4, 1, 0, 9, 2, 0, -2

Bioassay records from PubChem BioAssay.
